GLS inhibitor = glutaminase GLS (human) inhibition | AID 624170 | GLS enzymatic activity, qHTS titration | hit rate 0.21% among 410,000 | Potency, µM (highest dose often 45.5 µM), without a hit: top-dose activity change, negative = inhibition, hits mostly inhibitors | O94925; also: potency is read from the fitted curve at half-maximal effect; % is scaled to controls: 0 for no effect and ±100 for the full control effect
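Two-point fluorescence kinetic (t0, 30 min RT) for hKGA; glutamate detected via glutamate oxidase–HRP–Amplex Red. Substrate: 1 mM L-glutamine solution; buffer 45 mM KH2PO4, pH 8.2.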
BAZ2B inh = inhibitors of human BAZ2B bromodomain. Q9UIF8. AlphaScreen BAZ2B-H3K14Ac peptide displacement. Potency, µM (highest dose often 114 µM), for inactives: at the top dose activity change, negative = inhibition, actives largely listed as inhibitors. hit rate 4.4% among 360,000; also: potency is read from the fitted curve at half-maximal effect; % is scaled to controls: 0 for no effect and ±100 for the full control effect; nearly all actives have a fitted effect of over 60% in size
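Compounds, titrated to a top concentration of 110 uM, were incubated 30 min at room temperature with preformed BAZ2B/acetyl-K14 H3 peptide complex (50 nM each). Proximity signal was measured by AlphaScreen after 20 min with beads.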
JMJD2A Tudor = blocks the human JMJD2A Tudor domain; AID 504339; AlphaScreen JMJD2A-Tudor / H3K4me3 peptide binding; Potency, µM (titrated, usually from 114 µM), for inactives: at the top dose activity change, negative = inhibition, hits mostly inhibitors; hit rate 4.4% among 390,000; also: potency is read from the fitted curve at half-maximal effect; % is scaled to controls: 0 for no effect and ±100 for the full control effect; nearly all actives have a fitted effect of over 50% in size
PI4K2A inh = blocks human PI4K2A kinase activity; AID 1346378; activity change, negative = inhibition, % at 76.9 µM; purified PI4K2A, ADP-Glo luminescence, 1 h; active compounds read low; hit rate 0.13% among 420,000; in the data active = activity change below about -50%; inconclusive = mostly about -30% to -49%;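 also: -100% = wells without enzyme as full effect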
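ADP-Glo luminescence measured ADP generated by PI4K2A enzyme (4 ug/mL before mixing) with 1.2 mM PI substrate (pre-mix) and 300 microM ATP (pre-mix). Tris pH7.5 buffer with MgCl2, Triton X-100; 1 h reaction at ambient temperature.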
HP1b chromo inh = blocks HP1-beta chromodomain binding to methylated histone tails; AlphaScreen HP1-beta / biotin-H3K9me3 peptide binding; P83916; Potency, µM (highest dose often 114 µM), for inactives: top-dose activity change, negative = inhibition, hits mostly inhibitors; AID 540317; hit rate 0.56% among 390,000; also: potency is read from the fitted curve at half-maximal effect; nearly all actives have a fitted effect of over 70% in size; inactives centre near 23
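Compound inhibition of the preformed complex between 50 nM HP1-beta and 50 nM biotinylated H3K9me3 peptide was read by AlphaScreen. Buffer was PBS pH 7.4 with 0.01% Tween-20. Incubations ran 30 min at room temperature, with 10 ug/mL donor/acceptor beads.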
ALOX12 inh = inhibitors of human 12S-lipoxygenase ALOX12; P18054; purified 12hLO, xylenol orange hydroperoxide absorbance; Potency, µM (doses to about 108 µM), for the others: at the top dose activity change, negative = inhibition, most hits filed as inhibitors; hit rate 1.1% among 580,000; AID 1671190; also: potency is read from the fitted curve at half-maximal effect; % is scaled to controls: 0 for no effect and ±100 for the full control effect
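Hydroperoxide product was detected by ferrous iron/xylenol orange as the 573 to 405 nm absorbance ratio. Arachidonic acid at 40 uM (final) was turned over for 30 min at room temperature by 150 nM human 12hLO, pH 7.0 Hepes buffer, after 15 min compound preincubation.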
RGS4 inh = inhibitors of human regulator of G protein signaling 4. P49798. Potency, µM (titrated, usually from 114 µM), for inactives: at the highest dose activity change, negative = inhibition, hits mostly inhibitors. AID 504845. Transcreener GDP fluorescence polarization, RGS4-accelerated GTP hydrolysis. hit rate 0.039% among 390,000; also: potency is read from the fitted curve at half-maximal effect; % is scaled to controls: 0 for no effect and ±100 for the full control effect; nearly all actives have a fitted effect of over 75% in size; some results filed as inactive show a strong effect at the top dose
Target sequence (P49798 whole entry, looked up): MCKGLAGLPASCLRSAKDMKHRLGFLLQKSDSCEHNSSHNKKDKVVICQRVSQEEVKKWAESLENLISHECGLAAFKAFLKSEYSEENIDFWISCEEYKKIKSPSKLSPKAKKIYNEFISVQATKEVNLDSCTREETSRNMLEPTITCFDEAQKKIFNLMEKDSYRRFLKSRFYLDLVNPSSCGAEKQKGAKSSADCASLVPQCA
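MLSMR compounds (23 nl, pin-transferred) preincubated 10 min at room temperature with a 500nM (2x) first reagent, then RGS4 at 900nM (2x) plus Transcreener GDP mix added; fluorescence polarization (620/688 nm) read before and after 90 min at 30 °C.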
G9a block = blocks human histone lysine methyltransferase G9a; G9a H3K9 monomethylation, AlphaScreen, 2 h; Q96KQ7; hit rate 8.8% among 350,000; Potency, µM (series often up to 102 µM), for inactives: top-dose activity, negative = inhibition, hits mostly inhibitors; also: potency is read from the fitted curve at half-maximal effect; % is scaled to controls: 0 for no effect and ±100 for the full control effect; nearly all actives have a fitted effect of over 75% in size
Target sequence (Q96KQ7 913-1193 limits assumed): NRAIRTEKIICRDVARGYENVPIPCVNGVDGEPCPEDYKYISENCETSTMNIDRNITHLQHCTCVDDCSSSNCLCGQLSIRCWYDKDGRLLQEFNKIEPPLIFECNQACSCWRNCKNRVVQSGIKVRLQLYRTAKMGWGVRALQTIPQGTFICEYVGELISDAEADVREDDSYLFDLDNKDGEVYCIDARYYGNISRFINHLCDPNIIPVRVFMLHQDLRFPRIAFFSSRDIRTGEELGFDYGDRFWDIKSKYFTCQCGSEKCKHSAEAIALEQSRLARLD
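Methyltransferase reactions run at room temperature for 2 h (20 nM enzyme, 500 nM biotin-H3K9 peptide, 20 uM SAM) after a 15 min compound preincubation; product detected by AlphaScreen beads and anti-H3K9me1 antibody.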
ERG Ets-DNA blk = inhibitors of human ERG Ets domain-DNA interaction; Potency, µM (titrated, usually from 76.9 µM), without a hit: at the top dose FP activity, negative = inhibition, usual class: inhibitors; fluorescence polarization, His-ERG Ets domain / labelled DNA; P11308; hit rate 0.028% among 370,000; AID 624246; active = well fitted inhibition curve with a large enough effect in the polarisation, with a control signal flat; inconclusive = small, poorly fitted or top-dose-only effect, or effect the other way, or a change in a side signal; inactive = no such curve, though single readings can be large or run the other way; the % refers to the polarisation;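 also: polarization taken with two DNA probes labelled with fluorescein and Texas red; potency is read from the fitted curve at half-maximal effect; % of control where 0% means no effect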
Target sequence (P11308 whole entry, looked up, the tested form may be a part): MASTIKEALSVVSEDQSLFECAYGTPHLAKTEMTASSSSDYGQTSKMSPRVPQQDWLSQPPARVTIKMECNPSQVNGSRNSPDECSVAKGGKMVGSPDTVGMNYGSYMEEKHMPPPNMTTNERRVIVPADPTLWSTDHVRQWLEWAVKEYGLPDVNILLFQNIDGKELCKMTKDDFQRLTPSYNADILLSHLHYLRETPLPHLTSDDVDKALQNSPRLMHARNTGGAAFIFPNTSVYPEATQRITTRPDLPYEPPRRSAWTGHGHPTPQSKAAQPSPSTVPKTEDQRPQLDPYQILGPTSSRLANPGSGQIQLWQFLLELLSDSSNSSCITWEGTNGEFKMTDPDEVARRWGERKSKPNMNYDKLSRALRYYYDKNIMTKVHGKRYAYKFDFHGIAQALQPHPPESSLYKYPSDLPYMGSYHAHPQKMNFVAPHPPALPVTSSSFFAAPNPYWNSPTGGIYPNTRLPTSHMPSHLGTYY
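His-tagged ERG Ets domain (1 uM in the protein solution; 300mM KCl, 50mM Tris-HCl, 1mM EDTA, 1mM DTT, pH 7.5) received compound, then a probe mix of 5 nM fluorescein-DNA and 100nM Texas-615-DNA. Fluorescence polarization was read for both dyes.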
Numbers without * were called inactive; u = inconclusive; x = no result given; [ ] = another dose, or the depositor's remark. Unless noted, calls follow the shape of the dose curve; as a rule, active = well fitted curve in the direction sought with a large enough effect; inconclusive = small, poorly fitted or top-dose-only effect, or another doubt; inactive = no such curve, though single readings can be large; an effect the other way counts as inactive or inconclusive.

cpd	smiles	GLS inhibitor	BAZ2B inh	JMJD2A Tudor	PI4K2A inh	HP1b chromo inh	ALOX12 inh	RGS4 inh	G9a block	ERG Ets-DNA blk
1	O=C(O)C1C2CCCCC2=C2CCCCC2C1C(=O)c1ccccc1 (stereo not drawn)	-1%	0%	-14%	-6	46%[activator]	-12%	8%[56.9 µM]	1%	18%
2	CNC(=S)NNC(=O)c1oc2nc(-c3ccccc3)cc(-c3ccco3)c2c1N	2%	0%	-18%	-4	44%[activator]	u	-9%	10µM*	1%
3	COc1ccc(NC(=O)CN(C)CC(=O)Nc2sc3c(c2C(N)=O)CCC3)cc1	3%	-4%	-30%	3	7%	-3%	u	50µM*	-5%
4	BrC(=C\c1ccccc1)/C=N/N1CCN(Cc2ccccc2)CC1	4%	u	u	-8	u	-5%	10%	45µM*	-6%
5	O=c1nc2sc3ccccc3n2c(=O)n1-c1ccc(Cl)cc1	u	-16%	-13%	0	23%	0%	-39%	12%[59 µM]	-13%
6	CNC(=S)N(Cc1ccco1)Cc1cc2cc(OC)ccc2[nH]c1=O	1%	-8%	-22%	-20	-3%	0%	1%	x	13%
7	S=C(c1cccs1)N1CCN(c2ccccc2)CC1	15%	x	u	2	u	0%	0%	x	x
8	O=C(NC1CCCC1)c1cc(-c2ccccc2O)on1	-7%	5%	-13%	-1	-5%	-17%	-7%	u	6%
9	CCC1(Cc2ccccc2)NC(=O)c2ccccc2O1 (stereo not drawn)	-2%	0%	-21%	0	34%	-1%	27%	10%	-3%
10	O=C(C[n+]1ccc(-c2nnc3n2CCC3)cc1)c1ccc(Cl)c(Cl)c1	-8%	-33%	-34%	0	5%	-19%	-23%	u	2%
11	Cc1ccc(-n2nnnc2-c2cnn(-c3ccc(F)cc3)c2C(F)(F)F)cc1	6%	-1%	1%[57.1 µM]	-2	69%[activator]	u	-1%	11%[59 µM]	9%
12	CN(Cc1ccccc1)C(=O)c1[nH]cnc1C(=O)NCC(=O)OC(C)(C)C	1%	-2%	-22%	-2	32%	-6%	3%	x	2%
13	CC1Cc2ccccc2N1C(=O)Cn1c(=O)oc2cc(S(=O)(=O)N3CCCCC3)ccc21 (stereo not drawn)	0%	8%	-26%	0	34%	16%[57.4 µM]	3%	-21%	7%
14	COc1ccc(S(C)(=O)=O)cc1S(C)(=O)=O	1%	5%	-4%	1	26%	2%	-14%	5%[59 µM]	0%
15	CCCCNC(=O)CCn1c(=O)c2ccccc2n(CC(=O)NCCc2ccc(OC)c(OC)c2)c1=O	6%	1%	-9%	-1	32%	u	2%	-2%	6%
16	O=C(O)c1[nH]c2ccccc2c1C(c1cc(Cl)cc([N+](=O)[O-])c1O)c1c(C(=O)O)[nH]c2ccccc12	-10%	u	u	5	-15%	u	-50%	x	1%
17	COc1ccc(/C=N/NS(=O)(=O)c2ccc(F)cc2)cc1CN1CCSCC1	-13%	-23%	-19%	-2	15%	-22%	7%	u	-5%
18	COc1ccc(CNC(=O)[C@@H]2CC=C[C@@H]3CCN(C4CCCCC4)C(=O)[C@@H]32)cc1	3%	x	-6%	0	24%	-6%	-3%	x	-2%
19	OCCc1ccc(O)cc1	35%[activator]	-5%	-21%	-2	13%	8%	2%	-5%[59 µM]	14%
20	C=CCNc1nc2c(c(=O)[nH]c(=O)n2C)n1CCOc1ccccc1	-14%	-5%	-8%	-2	35%	u	2%	-9%[0.501 µM]	-3%
21	O=C1CSC(c2ccc(F)cc2)N1c1c(F)cccc1F (stereo not drawn)	-3%	12%	0%	-3	19%	1%	19%	30%	1%
22	O=C(CSCc1c(F)cccc1Cl)Nc1cccnc1	1%	0%	-9%	-7	23%	54%[activator]	4%	14%	-3%
23	O=C(Nc1ccc(O)cc1)c1ccc2c(c1)C(=O)N(Cc1cccnc1)C2=O	-4%	0%	-8%	-9	26%	2%	-11%	19%	-17%
24	COc1ccc(Br)cc1CN(C)C(=O)CNC(=O)c1ccc2ccccc2c1	3%	-6%	-22%	4	2%	21%	2%	-2%	2%
25	COc1ccc(Cl)cc1NC(=O)CN(C)C1CCS(=O)(=O)C1 (stereo not drawn)	2%	3%	-5%	-2	30%[activator]	3%	-18%	-13%[2.33 µM]	4%
26	COc1cccc(NC(=O)C(=O)N/N=C/c2ccc3c(c2)OCO3)c1	4%	3%	6%	-1	14%	5%	-14%	-8%	10%
27	COc1ccc(CCNc2ncnc3onc(C)c23)c(OC)c1	-4%	12%[57.1 µM]	11%	-1	43%[activator]	-16%	4%	0%[59 µM]	8%
28	CCN(CC)c1ccc(/C=N/N2CCN(Cc3ccccc3Cl)CC2)cc1	-11%	7.1µM*	18µM*	3	u	-24%	-47%	8.9µM*	5%
29	Nc1cc(=O)[nH]c(SCC(=O)NC2CCCc3ccccc32)n1 (stereo not drawn)	2%	-24%	-6%	-6	16%	-5%	-14%	x	1%
30	COc1ccc(-c2nc(CSc3nc4ncccc4[nH]3)c(C)o2)cc1OC	1%	-16%	-27%	-1	22%	1%	7%	u	2%
31	O=C(NCCS(=O)(=O)N1CCN(c2cccc(Cl)c2)CC1)c1ccco1	-6%	2%	-14%	1	30%	u	-30%	7%[0.501 µM]	10%
32	CC(NC(=O)Cc1ccc([N+](=O)[O-])cc1)c1ccc2c(c1)OCO2 (stereo not drawn)	-3%	-23%	4%	-2	12%	-4%	-4%	-4%	-11%
33	Nc1nnc(SCC(=O)Nc2cccc(S(=O)(=O)N3CCOCC3)c2)s1	-6%	13%	-8%	-3	30%	-7%	-8%	u	-2%
34	OCCc1c[nH]c2ccc(C(F)(F)F)cc12	-11%	-20%[57.1 µM]	-14%	4	63%[activator]	17%	1%	8%	-13%
35	Cc1ccc(S(=O)(=O)N2CCCC2C(=O)NCCc2ccccc2)cc1 (stereo not drawn)	0%	-1%	-26%	4	2%	-5%	-9%	9%	5%
36	N=c1c2c(-c3ccccc3)c(-c3ccccc3)oc2ncn1CCN1CCOCC1	2%	-27%	-22%[57.1 µM]	1	15%	0%	1%[56.9 µM]	-17%[59 µM]	0%
37	COc1ccc(NC(=O)C(=O)N2N=C(C(C)C)CC2(O)C(F)(F)F)cc1 (stereo not drawn)	7%	-1%	-14%	0	39%	5%	-15%	2%	x
38	COc1ccc(/C=C/CN2CCC(CO)(Cc3ccccc3Cl)CC2)cc1	4%	u	-22%[57.1 µM]	2	14%	u	16%	2%[12.7 µM]	6%
39	Cc1ccc(S(=O)(=O)N(C)CC(=O)N2CCN(c3ccccn3)CC2)cc1	1%	8%	6%	-7	33%	-2%	-11%	-4%[59 µM]	-14%
40	CCNc1nc(Oc2ccc(C(=O)OC)cc2)nc(N(C)C)n1	3%	-5%	-11%	5	21%	0%	15%	-25%[59 µM]	-8%
41	CCC1(CC)Cc2ccccc2-c2nc(CCl)[nH]c(=O)c21	-2%	u	-17%	-1	12%	7.1µM*	12%	-21%	5%
42	CCCCN(C)CCN1C(=O)C2C(C(=O)Nc3ccc(OC)cc3)C3C=CC2(O3)C1C(=O)NC1CCCCC1 (stereo not drawn)	1%	0%	-24%	3	6%	-21%	6%	u	1%
43	CCOc1ccc(NS(=O)(=O)c2ccc(C(=O)N(C)CC(=O)Nc3ccc(OC)cc3)cc2)cc1	18%	-11%	-14%	-1	3%	-14%	0%	-4%	2%
44	O=C(c1ccc(Cn2cc(Br)cn2)o1)n1cccn1	-16%	1%	3%	4	34%	-11%	-3%	-27%[59 µM]	-4%
45	CCCC(=O)Nc1ccc(C(=O)N/N=C/c2ccc([N+](=O)[O-])o2)cc1	3%	u	-15%	-11	21%	-14%	0%	13%[59 µM]	0%
46	CC1CCCCC1NC(=O)COn1nnc2ccc(Cl)cc21 (stereo not drawn)	-1%	5%	-8%	5	54%[activator]	-8%	22%	-13%	6%
47	CCOC(=O)c1cc2c(nc1N)CC(C)(CC)OC2 (stereo not drawn)	-11%	0%	23%[11.4 µM]	-3	-1%	151%[activator]	-1%[11.4 µM]	66%[activator][59 µM]	u
48	O=C(NC1CCCCC1)N(Cc1nc2ccccc2c(=O)[nH]1)C1CCCC1	3%	6%	-8%	2	13%	0%[57.4 µM]	15%	17%	-3%
49	COc1ccc(C(=O)OCC[N+]2(C)CCCCC2)cc1	-4%	-4%	-23%	0	8%	u	-26%	u	0%
50	COc1ccc(CC(=O)Nc2ccc3nc(SC)sc3c2)cc1OC	-12%	u	-17%	-1	26%	-25%	u	u	-1%
51	CC1CCN(Cc2cc(=O)oc3cc(O)c(Cl)cc23)CC1	15%	9%	-3%	-1	44%[activator]	-22%	18%	-14%	-3%
52	C=CCn1cc(CN2CCC(C(=O)Nc3cccc(-c4cccc(Cl)c4)c3)CC2)c(C)n1	-1%	-13%	-30%	-2	15%	-24%	4%	29%	-2%
53	CCOc1ccc(N2C(=O)CC(N(CCc3ccc(OC)cc3)C(=O)/C=C/C(=O)O)C2=O)cc1 (stereo not drawn)	5%	-9%	6%	-1	33%	u	5%	x	3%

Screens as filed in PubChem BioAssay.

Not all compounds are listed, so the mix of outcomes need not match the whole.
